APP 5'UTR act: APP 5'UTR luciferase reporter activation; AID 1276; SH-SY5Y APP 5'UTR luciferase reporter, luminescence; zero percent = DMSO vehicle wells; actives 1% (n = 190,000); activation, % at 2 µM;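 active means activation above a set limit, based on mean plus 3 SD of controls, cut at about 140% in these data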; further: values of inactives mirror those of a sister screen read the other way
STAT1 activator: activators of IFN-gamma induced STAT1 signaling. NIH 3T3 STAT1-luciferase reporter, luminescence; 100% = IFN-gamma alone, no compound. activation (% of control), % at 5.5 µM. actives 2.6% (n = 200,000). AID 932;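 active means activation above the screen-wide mean activation plus 3 SD, cut at about 130% in these data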;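 further: raw ratio to IFN-gamma control signal so 100% means no change and 0% no light; values of inactives mirror those of a sister screen read the other way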
Hsp70 act: switches on Hsp70 transcription; AID 1203; actives 0.04% (n = 200,000); activation, % at 10 µM; HeLa Hsp70 promoter luciferase reporter, luminescence; scaled: vehicle 0, proteasome-inhibitor control 100%;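 active means activation above the mean across all tested compounds plus 3 SD, cutoff set per campaign, cut at about 5.5% in these data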;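 further: 100% = MG132 at 30 µM as the positive control and 0% = DMSO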
NF-kB neuron act: raises NF-kB expression in human neuronal cells; actives 1.6% (n = 190,000); fold change at 12.5 µM; NF-kB reporter expression; active compounds read high; in the data active means fold change above about 3.3
Efa HMGR inh: inhibitors of class II HMG-CoA reductase from Enterococcus faecalis | AID 1066 | purified E. faecalis HMGR, NADPH absorbance 340 nm kinetic | inhibition, % at 10 µM | actives 0.41% (n = 190,000);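 active means inhibition above a set limit, the median over all tested compounds plus 3 SD, cut at about 9.5% in these data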;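 further: enzyme runs in reverse so mevalonate oxidation gives rising NADPH absorbance; 0% = complete reaction with DMSO and 100% = background rate lacking mevalonate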
TLR4-MyD88 BLA: inhibitors of human TLR4-MyD88 binding. HeLa CL3-4 TLR4/MyD88 BLA complementation, FRET ratio. inhibition, % at 8.4 µM. actives 0.18% (n = 200,000); in the data active means inhibition above about 25%;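 further: 0% = vehicle and 100% = reference inhibitor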
Target sequence (O00206 whole entry, looked up): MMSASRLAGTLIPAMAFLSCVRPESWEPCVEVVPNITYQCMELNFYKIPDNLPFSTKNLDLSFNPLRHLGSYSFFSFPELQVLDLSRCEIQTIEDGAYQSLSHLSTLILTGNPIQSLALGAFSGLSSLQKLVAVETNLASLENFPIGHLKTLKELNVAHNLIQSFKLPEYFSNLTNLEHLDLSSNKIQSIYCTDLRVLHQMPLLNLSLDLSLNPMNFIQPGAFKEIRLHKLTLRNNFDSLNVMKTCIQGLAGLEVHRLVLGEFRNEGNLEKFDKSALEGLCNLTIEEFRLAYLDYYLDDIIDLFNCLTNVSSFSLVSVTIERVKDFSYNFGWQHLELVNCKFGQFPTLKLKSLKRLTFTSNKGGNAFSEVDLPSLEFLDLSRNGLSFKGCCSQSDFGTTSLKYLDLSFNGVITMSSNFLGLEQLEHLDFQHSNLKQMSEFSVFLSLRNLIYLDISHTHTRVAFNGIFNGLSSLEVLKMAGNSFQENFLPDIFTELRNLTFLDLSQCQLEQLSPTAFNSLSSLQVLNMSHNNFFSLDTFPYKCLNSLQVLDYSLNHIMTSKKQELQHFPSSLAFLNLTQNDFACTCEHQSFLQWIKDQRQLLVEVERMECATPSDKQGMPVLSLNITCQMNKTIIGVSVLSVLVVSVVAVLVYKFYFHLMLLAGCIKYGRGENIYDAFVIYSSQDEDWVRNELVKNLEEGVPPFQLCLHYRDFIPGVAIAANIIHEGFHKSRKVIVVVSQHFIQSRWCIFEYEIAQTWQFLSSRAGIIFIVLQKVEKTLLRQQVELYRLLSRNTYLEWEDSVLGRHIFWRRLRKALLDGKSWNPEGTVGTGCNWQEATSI
Target sequence (Q99836 whole entry, looked up): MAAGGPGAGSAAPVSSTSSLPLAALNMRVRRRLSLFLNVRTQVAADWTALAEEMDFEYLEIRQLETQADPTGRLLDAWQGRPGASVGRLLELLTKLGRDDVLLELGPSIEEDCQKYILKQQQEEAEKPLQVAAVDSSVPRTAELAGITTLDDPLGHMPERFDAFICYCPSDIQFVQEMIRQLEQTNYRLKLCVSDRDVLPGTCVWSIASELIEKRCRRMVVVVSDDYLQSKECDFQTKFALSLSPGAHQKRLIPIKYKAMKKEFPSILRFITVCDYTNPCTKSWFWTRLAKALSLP
STAT1 inh: inhibitors of IFN-gamma induced STAT1 signaling | actives 0.35% (n = 200,000) | AID 920 | NIH 3T3 STAT1-luciferase reporter, luminescence | inhibition, % at 5.5 µM;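 active means inhibition above a set limit, the mean inhibition across all tested compounds plus 3 SD, cut at about 34% in these data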;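 further: 0% = IFN-gamma with DMSO and 100% = IFN-gamma with 300 µM nifuroxazide; values of inactives mirror those of a sister screen read the other way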
DTT redox prof: compounds producing H2O2 with reducing agent – biochemical, NIH compound library profiling, artefact control for MLSCN library redox annotation, primary screen | DTT-dependent redox cycling H2O2, phenol red/HRP absorbance; 100% = 100 µM peroxide control, 0% = buffer | activation, % at 10 µM | actives 0.03% (n = 200,000) | AID 878;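 active means activation of at least 50% relative to the plate's high and low controls in the primary single-dose screen; inactive means activation below 50%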;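 further: compound incubated with DTT at 0.8 mM final as the reducing agent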
STAT3 activator: activators of IL-6 induced STAT3 signaling. actives 0.91% (n = 190,000). U3A cells, IL-6 STAT3-luciferase reporter, luminescence; 100% = signal with IL-6 EC80 alone. activation (% of control), % at 5.6 µM;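 active means activation above the screen-wide mean of compound activation plus 3 SD, cut at about 130% in these data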;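 further: 0% = background luminescence of wells with medium and substrate only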
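Material: STAT3-luciferase reporter U3A cells; Probe or stimulus: IL-6 (33 ng/mL); Incubation: compound pre-incubation 1 h before IL-6, then 6 h stimulation at 37 °C; Technique: luminescence from STAT3-driven luciferase reporter; Evaluation: % activation versus median of IL-6-stimulated wells; Controls: IL-6-only high control.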
STAT3 blocker: reduces IL-6 driven STAT3 reporter signal; U3A cells, IL-6 STAT3-luciferase reporter, luminescence; host cell line lacks STAT1; inhibition, % at 5.5 µM; actives 0.89% (n = 190,000);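 active means inhibition above the mean inhibition across all screened compounds plus 3 SD, cut at about 44% in these data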;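 further: 0% = DMSO only wells and 100% = 100 µM nifuroxazide control wells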
The depositor's hits bear a star; / = not tested or not shown.

SMILES | APP 5'UTR act | STAT1 activator | Hsp70 act | NF-kB neuron act | Efa HMGR inh | TLR4-MyD88 BLA | STAT1 inh | DTT redox prof | STAT3 activator | STAT3 blocker
O=c1nc2sc3ccccc3n2c(=O)n1-c1cccc(Cl)c1 | 107 | 109 | 0.3 | 2.3 | 3 | -2 | -10 | -2.2 | 118 | -20
O=C(Oc1ccc(C(=S)N2CCOCC2)cc1)c1ccc(Br)cc1 | -7 | 92 | -0.1 | 1 | -4 | 10 | 9 | 0.4 | 102 | 0
Nc1nnc(SCc2cccnc2)s1 | 16 | 100 | -0.1 | 0.92 | -2 | -1 | 0 | 2.6 | 105 | -2
CCC(C)C(=O)N1CCc2cc(-c3csc(N)n3)ccc21 (configuration not stated) | 86 | 132* | 0.1 | 2 | -11 | 7 | -35 | -0.6 | 81 | 28
CC(C)(C)N(CC#CCC1(O)c2ccccc2-c2ccccc21)CCO | 35 | 97 | 0.0 | 1.1 | 7 | 3 | 1 | -0.7 | 100 | 4
COc1ccc(S(=O)(=O)NCCc2nnc3ccc(SCc4cccnc4)nn23)cc1 | 22 | 91 | -0.2 | 1.1 | -2 | 2 | 10 | 0.3 | 92 | 14
COc1ccnc(-n2cccc2C#N)c1C#N | 3 | 95 | -0.1 | 1.1 | -1 | -17 | 4 | -1.1 | 101 | 4
COc1ccc(C)cc1N(CC(N)=O)S(=O)(=O)c1ccc(C)cc1 | -18 | 96 | -0.4 | 1.1 | 2 | -1 | 5 | -3.0 | 102 | 4
COc1ccc(S(=O)(=O)N2CCOCC2)cc1NS(=O)(=O)/C=C/c1ccccc1 | 21 | 96 | -0.1 | 0.9 | 0 | -10 | 3 | -0.4 | 104 | -3
O=S(=O)(c1ccc(Cl)cc1)N1CCn2c1nc1ccccc12 | -3 | 92 | 0.1 | 1.1 | -3 | 4 | 8 | 0.5 | 99 | 5
COC(=O)c1ccc(Cn2nc(C(F)(F)F)cc2C)cc1 | 2 | 99 | -0.4 | 1 | -7 | 10 | 1 | 2.1 | 87 | 18
O=S(=O)(c1cccc2nsnc12)N1CCCC1 | 5 | 93 | -0.2 | 0.92 | 1 | -8 | 8 | -0.7 | 105 | -2
C#CCNC(=O)C1=C[C@@H](c2cn(C(C)=O)c3ccccc23)C[C@@H](OCc2ccc(CO)cc2)O1 | 9 | 87 | -0.2 | 0.59 | 1 | -14 | 15 | 0.0 | / | /
Cn1c(=O)c2c(ncn2Cc2nnc(N)s2)n(C)c1=O | 6 | 109 | -0.4 | 1.1 | -6 | -7 | -11 | -0.7 | 100 | 6
CCOC(=O)C1=C(C)NC(=O)NC1c1ccc(OCC(=O)Nc2ccccc2)c(OC)c1 (configuration not stated) | 5 | 106 | 0.1 | 1.1 | -1 | 1 | -6 | -0.3 | 99 | 7
CCC/C(=N/NC(=O)c1csc(C)c1C)c1ccc(Cl)s1 | 18 | 112 | -0.2 | 2.3 | -2 | 6 | -13 | 0.3 | 103 | 3
Cc1c(C(=O)Nc2ccc(Cl)cc2)c2ccccn2c1CCc1ccncc1 | -1 | 89 | -0.2 | 1.2 | -3 | 7 | 13 | 1.3 | 110 | -12
Cc1ccccc1OC(=O)CCC(=O)OCCCC(F)(F)C(F)(F)F | -6 | 99 | -0.1 | 1.1 | 0 | 11 | 1 | 0.4 | 97 | 9
Cn1c(=O)oc2cc(S(=O)(=O)N3CCCC(C(=O)NC4CCCc5ccccc54)C3)ccc21 (configuration not stated) | -10 | 89 | -0.2 | 1.4 | -2 | -6 | 12 | -1.9 | 37 | 81*
Cc1nc(N/C(N)=N/S(=O)(=O)c2ccc([N+](=O)[O-])cc2)nc2ccccc12 | -4 | 98 | -0.2 | 1.3 | -7 | 6 | 2 | 0.2 | 81 | 21
COC(=O)c1ccc(CSc2nc3sc(C(=O)O)c(C)c3c(=O)[nH]2)cc1 | -14 | 106 | 0.3 | 1.1 | 0 | 6 | -9 | -0.6 | 101 | 5
CC/C(=N\NS(C)(=O)=O)c1ccccc1 | 3 | 95 | 0.0 | 1.1 | -2 | -3 | 5 | -0.1 | 101 | 5
CN(c1ccc(OCC(=O)N2CCOCC2)cc1)S(=O)(=O)c1ccc(F)cc1 | 7 | 96 | -0.1 | 1.1 | -8 | -5 | 3 | -0.2 | 102 | -2
NC(=S)N/N=C1/CCSc2ccc3ccccc3c21 | 3 | 94 | -0.1 | 1.2 | -5 | 0 | 6 | 0.9 | 91 | 16
COc1ccc(/C=N/NC(=O)c2cc(C)on2)c2ccccc12 | 6 | 99 | -0.1 | 1.4 | 1 | -3 | 1 | -8.2 | 90 | 14
CC(C)(C)NC(=S)NNC(=O)c1ccccc1Cl | -13 | 98 | -0.4 | 1.4 | -5 | 10 | 3 | 0.6 | 84 | 22
CCOc1ccc(S(=O)(=O)N2Cc3ccccc3CC2C(=O)NCCCn2ccnc2)cc1 (configuration not stated) | -5 | 92 | -0.3 | 0.84 | -6 | 2 | 8 | 2.2 | 104 | 0
CCCOc1ccccc1NC(=O)/C=C/C(N)=O | -14 | 96 | -0.3 | 0.93 | -2 | 2 | 5 | 0.1 | 104 | 1
Cc1cccc(OCc2nnc(SCC(=O)Nc3cccc(C(=O)N4CCOCC4)c3)n2C)c1 | 1 | 102 | -0.2 | 0.98 | -1 | -7 | -3 | -0.2 | 106 | -4
COc1ccc(Cl)cc1NC(=O)C(C)N(C)Cc1cccc(Cl)c1Cl (configuration not stated) | 9 | 94 | -0.3 | 1.3 | -4 | -4 | 6 | 0.2 | 100 | 6
COc1ccc(C(=O)N/C(N)=N/c2nc3ccccc3o2)cc1 | 14 | 124 | -0.1 | 1.2 | -3 | -3 | -26 | -1.6 | 80 | 30
O=c1c(Cc2c(F)cccc2Cl)c(O)ccn1CCCN1CCOCC1 | 32 | 98 | 0.1 | 1.3 | 2 | 1 | 1 | -2.1 | 99 | 6
Cc1nc2ccc(NC(=O)c3ccc(S(=O)(=O)N(C)c4ccccc4)cc3)cc2s1 | 0 | 96 | -0.6 | 0.6 | 6 | -6 | 5 | -0.2 | 94 | 5
CC12CN(S(=O)(=O)c3ccccc3)CC(C)(CN(S(=O)(=O)c3ccccc3)C1)C2 | -2 | 110 | -0.1 | 0.96 | -3 | -4 | -11 | 0.1 | 101 | -1
CNS(=O)(=O)c1cccc(C(=O)OCC(=O)N(Cc2ccccc2)C(C)(C)C)c1 | 4 | 100 | 0.0 | 1.2 | 0 | -7 | 0 | -1.4 | 99 | 3
Cc1ccc(/C(O)=C2/C(=O)C(=O)N(CCN3CCOCC3)C2c2ccccn2)cc1 (configuration not stated) | -7 | 117 | 0.9 | 1.1 | -1 | 2 | -18 | 2.2 | 105 | -1
O=C(Cn1ncn2c(cc3ccccc32)c1=O)NCCC1=CCCCC1 | 1 | 102 | 0.1 | 0.9 | 0 | 0 | -2 | 0.0 | 109 | -5
COc1ccc(C(=O)Nc2nc3cc(OC)c(OC)cc3c(=O)[nH]2)cc1 | 9 | 98 | -0.1 | 0.88 | 3 | -5 | 3 | -0.8 | 101 | 0
COC(=O)c1ccccc1NC(=O)Nc1nnc(N2CCCCC2C)s1 (configuration not stated) | 17 | 106 | -0.2 | 1.3 | 2 | 5 | -6 | 0.1 | 97 | 3
C=CCSC1=N/C(=C\c2ccc(C(=O)O)cc2)C(=O)S1 | -8 | 106 | 0.0 | 0.91 | 4 | 10 | -8 | 0.7 | 105 | 2
COc1ccc(C2C(C#N)=C(N)OC3=C2C(=O)CC(C)(C)C3)cc1 (configuration not stated) | 7 | 96 | -0.2 | 1.2 | -1 | -4 | 2 | 0.4 | 98 | 4
COc1ccc([N+](=O)[O-])cc1N(CC(=O)N(C)C)S(C)(=O)=O | 3 | 91 | 0.1 | 1 | 5 | -6 | 9 | -1.8 | 93 | 13
CCOc1cc(/C=N/NC(=O)c2ccncc2)ccc1OS(C)(=O)=O | -11 | 98 | -0.4 | 0.96 | -5 | -9 | 2 | -0.2 | 99 | -1
O=S(=O)(NC1CCCCC1Sc1ncccn1)c1ccc(Cl)cc1 (configuration not stated) | 0 | 90 | -0.3 | 1 | -9 | 10 | 11 | 0.4 | 97 | 1
O=C(Oc1ccccc1)c1cccc(COC(=O)c2cnccn2)c1 | 19 | 116 | -0.6 | 1.1 | 0 | -4 | -17 | 1.6 | 106 | -4
Cc1ccc(-n2c3nc(=O)[nH]c(=O)c-3cc3cc([N+](=O)[O-])ccc32)cc1 | -11 | 85 | -0.4 | 0.7 | -4 | 11 | 17 | -0.4 | 90 | 15
CCOC(=O)c1ccc(NC(=S)NN)cc1 | 16 | 97 | 0.2 | 1.1 | -3 | -4 | 2 | -0.1 | 107 | -6
Cc1ccc(Cl)cc1N1CCN(C(=O)c2ccc(NS(=O)(=O)c3c(C)noc3C)cc2)CC1 | 12 | 116 | 0.0 | 0.74 | -2 | -5 | -18 | 2.1 | 110 | -6
Cc1ccc(-n2nc(C(=O)N3CCN(C)CC3)c3c4ccccc4n(C)c3c2=O)cc1 | 2 | 100 | 0.0 | / | / | -1 | 0 | 0.1 | 126 | -28

Nine entries from above, tab-delimited:
molecule	APP 5'UTR act	STAT1 activator	Hsp70 act	NF-kB neuron act	Efa HMGR inh	TLR4-MyD88 BLA	STAT1 inh	DTT redox prof	STAT3 activator	STAT3 blocker
C=CCSC1=N/C(=C\c2ccc(C(=O)O)cc2)C(=O)S1	-8	106	0.0	0.91	4	10	-8	0.7	105	2
COc1ccc(C2C(C#N)=C(N)OC3=C2C(=O)CC(C)(C)C3)cc1 (configuration not stated)	7	96	-0.2	1.2	-1	-4	2	0.4	98	4
COc1ccc([N+](=O)[O-])cc1N(CC(=O)N(C)C)S(C)(=O)=O	3	91	0.1	1	5	-6	9	-1.8	93	13
CCOc1cc(/C=N/NC(=O)c2ccncc2)ccc1OS(C)(=O)=O	-11	98	-0.4	0.96	-5	-9	2	-0.2	99	-1
O=S(=O)(NC1CCCCC1Sc1ncccn1)c1ccc(Cl)cc1 (configuration not stated)	0	90	-0.3	1	-9	10	11	0.4	97	1
O=C(Oc1ccccc1)c1cccc(COC(=O)c2cnccn2)c1	19	116	-0.6	1.1	0	-4	-17	1.6	106	-4
Cc1ccc(-n2c3nc(=O)[nH]c(=O)c-3cc3cc([N+](=O)[O-])ccc32)cc1	-11	85	-0.4	0.7	-4	11	17	-0.4	90	15
CCOC(=O)c1ccc(NC(=S)NN)cc1	16	97	0.2	1.1	-3	-4	2	-0.1	107	-6
Cc1ccc(Cl)cc1N1CCN(C(=O)c2ccc(NS(=O)(=O)c3c(C)noc3C)cc2)CC1	12	116	0.0	0.74	-2	-5	-18	2.1	110	-6

From PubChem
